FUS yeast rescue = FUS proteinopathy suppression in yeast; S. cerevisiae FUS-expressing, growth rescue, OD600, 24 h; Potency, µM (top dose mostly 76.6 µM), for inactives: at the top dose growth rescue (activation), usual class: activators; actives 0.24% (n = 390,000);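 note: potency is the fitted concentration of half-maximal effect; plate controls were DMSO vehicle for no effect and reference control for full effect; nearly all actives have a fitted effect of over 55% in size; some results filed as inactive show a strong effect at the top dose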
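Yeast expressing FUS under galactose induction, OD 0.005 in 2% galactose medium; compounds in a dilution series, 24 h at 30C. Growth rescue by absorbance at 600 nm; CP55940 positive control, DMSO negative.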
D3 antag = antagonists of human D3 dopamine receptor. P35462. D3R cells, DiscoveRx beta-arrestin luminescence, antagonist mode; stronger effect = lower value. max response, negative = inhibition, %. actives 2.5% (n = 360,000). AID 652054; in the data active = max response below about -50%; inconclusive = no clear call, values can overlap the other calls; note: % is set by controls: 0 for no effect and ±100 for the full control effect; mostly tested at two doses, the higher about 12 µM
Target sequence (P35462 whole entry, looked up): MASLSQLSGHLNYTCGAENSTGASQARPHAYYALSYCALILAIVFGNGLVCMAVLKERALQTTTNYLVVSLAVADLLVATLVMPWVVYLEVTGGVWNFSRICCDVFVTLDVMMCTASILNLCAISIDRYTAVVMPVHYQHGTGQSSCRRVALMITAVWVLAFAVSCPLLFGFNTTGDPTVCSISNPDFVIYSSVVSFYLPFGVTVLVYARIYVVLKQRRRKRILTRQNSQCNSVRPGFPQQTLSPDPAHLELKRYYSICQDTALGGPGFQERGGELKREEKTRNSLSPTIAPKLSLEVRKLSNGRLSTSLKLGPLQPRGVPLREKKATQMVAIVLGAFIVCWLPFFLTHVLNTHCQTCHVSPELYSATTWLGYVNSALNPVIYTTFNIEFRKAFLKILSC
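Cells expressing the human receptor were seeded at 1500 cells/well, incubated overnight at 37 degrees C in 5% CO2, then exposed to library compounds with dopamine controls for 90 minutes at 37 degrees C before luminescent detection.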
TDP43 rescue = inhibitors of TDP-43 toxicity in yeast; TDP-43 expressing yeast growth rescue, BacTiter-Glo, 24 h; Potency, µM (doses to about 46.1 µM), for the others: at the top dose growth rescue (activation), actives largely listed as activators; AID 652104; actives 1.8% (n = 410,000); note: potency is the fitted concentration of half-maximal effect; % of control where 0% means no effect; nearly all actives have a fitted effect of over 50% in size
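In this qHTS, compounds that restore growth of yeast expressing TDP-43 appear as activators. Cells (OD600=0.02, galactose medium, raffinose-pregrown) are incubated with compound 24 hr at 30 deg C and growth is quantified by BacTiter-Glo.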
aSyn rescue = alpha-synuclein toxicity inhibition in yeast | AID 652106 | Potency, µM (titrated, usually from 46.1 µM), inactives show at the top dose growth rescue (activation), hits mostly activators | Yeast expressing alpha-synuclein, growth rescue, BacTiter-Glo, 24 h | actives 0.14% (n = 370,000); note: potency is the fitted concentration of half-maximal effect; % of control where 0% means no effect; nearly all actives have a fitted effect of over 65% in size
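Galactose-induced alpha-syn yeast (OD600=0.02, raffinose-pregrown) + pinned cpd, 24 hr, 30 deg C; growth by BacTiter-Glo luminescence. Growth restoration scores as activation.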
pAkt inh = Akt phosphorylation inhibition. actives 0.32% (n = 360,000). activity change, % for hits at 50 µM. Neuro2A IGF-stimulated pAkt S473 HTRF, 20 min; stronger effect = lower value; in the data active = activity change below about -80%; inconclusive = mostly about -51% to -80%; note: % is set by controls: 0 for no effect and ±100 for the full control effect
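Neuro2A cells in DMEM with 0.5% FBS, overnight at 37 deg C, given compound at single 50 µM final, then IGF (6 nM final) for 20 min at 37 deg C. Lysed; phospho-Akt Ser473 by HTRF after 24 h, 665/615 ratio.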
GLP-1R agonist = agonists of human GLP-1 receptor; HEK293 GLP-1R CRE-luciferase, luminescence, 4-6 h; cells express a hypersensitive GLP-1R form; Potency, µM (titrated, usually from 45.6 µM), inactives show top-dose activation, actives largely listed as activators; actives 0.007% (n = 380,000); note: potency is the fitted concentration of half-maximal effect; % of control where 0% means no effect
PTHR1 agonist = agonists of human PTHR1 parathyroid hormone receptor. Q03431. HEK293 GP2 PTHR1 cells, GloSensor cAMP luminescence, 1 h. Potency, µM (top dose mostly 115 µM), for the others: at the top dose activation, usual class: activators. actives 0.075% (n = 410,000). AID 743266; note: potency is the fitted concentration of half-maximal effect; nearly all actives have a fitted effect of over 55% in size; some results filed as inactive show a strong effect at the top dose; inactives centre near -15; many of its hits are not listed in these tables
Target sequence (Q03431 whole entry, looked up): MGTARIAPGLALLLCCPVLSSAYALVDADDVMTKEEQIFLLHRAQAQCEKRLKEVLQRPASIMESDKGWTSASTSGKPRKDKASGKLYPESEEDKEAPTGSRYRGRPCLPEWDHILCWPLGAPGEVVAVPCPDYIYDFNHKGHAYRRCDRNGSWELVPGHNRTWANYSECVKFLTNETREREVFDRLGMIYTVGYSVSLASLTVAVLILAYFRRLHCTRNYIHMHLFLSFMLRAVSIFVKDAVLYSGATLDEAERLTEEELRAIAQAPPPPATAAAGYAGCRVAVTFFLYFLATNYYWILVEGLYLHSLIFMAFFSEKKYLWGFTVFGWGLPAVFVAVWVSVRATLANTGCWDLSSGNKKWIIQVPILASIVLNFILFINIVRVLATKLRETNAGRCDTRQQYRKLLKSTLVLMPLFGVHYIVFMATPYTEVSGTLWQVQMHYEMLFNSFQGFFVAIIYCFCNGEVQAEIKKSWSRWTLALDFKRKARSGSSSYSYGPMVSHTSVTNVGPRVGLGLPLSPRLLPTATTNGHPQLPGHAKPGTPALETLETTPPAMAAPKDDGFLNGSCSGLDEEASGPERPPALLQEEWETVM
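HEK-293-derived GP2 cells expressing PTHR1 and a GloSensor cAMP reporter, 3,000/well, plated overnight, given luciferin plus IBMX (each 0.5 mM as added) for 1 h at 37 °C, then compound for 1 h at 37 °C. Luminescence was read after 15 min at room temperature.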
Abeta yeast res = A-beta toxicity reversal in yeast; yeast expressing A-beta42, growth rescue, OD600, 48 h; response scale: 0% DMSO, 100% iron-clioquinol control; actives 0.063% (n = 410,000); Potency, µM (titrated, usually from 46.1 µM), for the others: at the highest dose growth rescue, actives largely listed as activators; note: potency is the fitted concentration of half-maximal effect; nearly all actives have a fitted effect of over 55% in size
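Yeast A-beta toxicity model in growth medium with pinned compounds, 48 h at 30 C; growth read as absorbance at 600 nm. Normalized to FeCl3/clioquinol equimolar mix (positive) and DMSO (negative).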
GLP-1R inv ag = acts as inverse agonist at human GLP-1 receptor. P43220. HEK293 GLP-1R CRE-luciferase, luminescence, 24 h; GLP-1R form is constitutively active. Potency, µM (doses to about 38.3 µM), without a hit: at the top dose activity change, negative = inhibition, actives largely listed as inhibitors. actives 1.6% (n = 410,000). AID 624417; note: potency is the fitted concentration of half-maximal effect; % is set by controls: 0 for no effect and ±100 for the full control effect; nearly all actives have a fitted effect of over 55% in size
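Inverse agonism was detected as reduced cAMP-driven luciferase luminescence after 24 h compound treatment. The cells were HEK293 clones expressing constitutively active human GLP-1R with the reporter. Reporter-only and GPR119 cell lines served as counterscreen controls.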
Active calls of the source: *; i = inactive; ? = inconclusive; nt = not tested or not shown; [ ] = remark or other dose. Unless noted, calls come from the whole dose curve; as a rule, active = well fitted curve in the direction sought with a large enough effect; inconclusive = small, poorly fitted or top-dose-only effect, or another doubt; inactive = no such curve, though single readings can be large; an effect the other way counts as inactive or inconclusive.

Fields – GLP-1R agonist, PTHR1 agonist, FUS yeast rescue, TDP43 rescue, pAkt inh, aSyn rescue, Abeta yeast res, D3 antag, GLP-1R inv ag
Cc1nc(CC(=O)Nc2nc(C(C)(C)C)cs2)cs1
→ 2.6%, -19.5%, 10.5%, 25.1%, i, -5.9%, 8.2%, 0.8, ?
CSc1ccccc1NC(=O)CSc1nnnn1-c1ccccc1SC
→ 6.9%, -25.5%, -4.9%, ?, i, 0.7%, 14.8%, 15.1, -29.8%
CC(C)c1cc(C(=O)NCc2ccccc2)no1
→ nt, i, -11.7%, 11.0%, nt, nt, -14.9%, nt, 8.4%
COc1ccc(C2NC(=S)NC(O)(C(F)(F)F)C2C(=O)c2cccs2)cc1 (stereo not given)
→ 12.4%, -19.0%, nt, -2.1%, i, -5.9%, 0.0%, -5.2, 0.3%
Cc1ccc(-c2cn3cccnc3n2)cc1
→ 2.2%, i, -7.0%, -9.5%, i, -0.9%, -21.8%, 12.4, 16.8%
Cc1ccccc1NC1=NS(=O)(=O)c2ccccc21
→ -6.7%, -13.1%, 4.3%, -19.5%, i, 4.7%, -7.0%, 5.9, -0.6%
CCC(C)[C@H](NC(=O)C1CC(=O)N(c2ccc3c(c2)OCO3)C1)C(=O)NC1CCCCC1 (stereo not given in full)
→ -0.3%, i, 6.6%, 1.7%, i, -0.5%, nt, 5.9, 2.3%
COc1ccccc1-c1c(C)nn2c(N)c(-c3ccc(Cl)cc3)cnc12
→ 7.6%, -39.0%[inhibitor], 2.7%, -10.8%, i, -0.2%, 7.0%, -0.7, 6.4%
CC(=O)OCC(=O)Nc1ccc(C(C)=O)cc1
→ 1.5%, 18.7%, ?, -11.8%, i, -3.4%, -5.8%, -15.5, 13.5%
CCOCCCNC(=O)COC(=O)/C=C/c1ccc(S(=O)(=O)N2CCc3ccccc32)cc1
→ 11.3%, -31.1%[inhibitor], 37.5%, -11.7%, i, 4.4%, -5.0%, -3.6, 2.9%
Cn1c(=O)[nH]c(=O)c2c1nc(N/N=C/c1ccncc1)n2Cc1ccc(F)cc1
→ 11.1%, i, 12.7%, 8.0%, i, -2.1%, 5.9%, 0.1, 2.1%
COc1ccc(S(=O)(=O)CCC(=O)N2CCN(c3ccc(C(C)=O)cc3)CC2)cc1
→ -5.7%, -12.6%, 20.1%, 8.4%, i, 3.2%, -18.1%, 9.7, 3.9%
CCCn1c(N)c(N(CCOC)C(=O)CSc2cc(C)c3ccccc3n2)c(=O)[nH]c1=O
→ 6.0%, i, 11.7%, -8.4%, i, 6.4%, -1.3%, 10.8, 8.4%
COc1ccc(NC(=O)c2cc(C3CCCCN3C(=O)OCC(C)C)on2)c(C)c1 (stereo not given)
→ -7.6%, i, 33.1%, 13.7%, i, -1.2%, ?, -16.4, ?
Cc1cc(OC(=O)c2cccc(C(F)(F)F)c2)c([N+](=O)[O-])c(=O)[nH]1
→ -0.8%, -19.2%, -20.0%, -1.9%, i, -2.5%, -18.5%, -8.6, -14.5%
O=C(COc1nncc2ccccc12)NCCC1=CCCCC1
→ -3.3%, i, -3.5%, 5.5%, i, 5.9%, -1.6%, 0.0, -26.6%
CCOC(=O)C1CCN(C(=O)c2ccc(Br)o2)CC1
→ 3.6%, -5.5%[57.5 µM], 13.8%, 4.3%, i, -14.5%, 12.0%, -5.6, 0.0%
COc1cc(/C=C2\SC(=S)N(NS(=O)(=O)c3ccc(C)cc3)C2=O)cc(OC)c1OC
→ 8.9%, -55.0%[inhibitor], 32.5%, -4.4%, i, 1.5%, -8.7%, -16.2, ?
CCN1CCCC(CO)(Cc2ccccc2)C1 (stereo not given)
→ 3.7%, -49.3%[inhibitor], 1.8%, 10.9%, i, -0.2%, 2.3%, 16.0, -6.9%
Cc1ccc(C)c(N2CCN(C(=O)CN3CCSc4ccccc43)CC2)c1
→ 7.9%, i, -0.4%, 25.1µM*, nt, ?, ?, nt, ?
CC1CCN(c2c(NCc3ccc(C(=O)NCCc4ccc(Cl)cc4)cc3)c(=O)c2=O)CC1
→ -4.8%, -29.1%, -22.6%, 20.2%, i, -4.1%, 0.0%, 0.0, 19.9%
COc1ccc(NC(=O)CC2C(=O)N(c3ccccc3)C(=O)N2Cc2cccnc2)cc1 (stereo not given)
→ nt, -13.1%, -1.1%, 8.2%, nt, nt, 10.6%, nt, 13.0%
CCOC1=C2CN(S(=O)(=O)c3ccc(C)cc3)[C@H](c3ccccc3)C[C@@H]2N(S(=O)(=O)c2ccc(C)cc2)[C@H](c2cccc(C)c2)C1
→ 2.1%, -16.3%, 2.7%, 13.8%, i, 1.6%, -0.3%, 23.8, 22.2%
Cc1cc2n(n1)SC(Nc1ccc(F)cc1)N2 (stereo not given)
→ 25.2%, -0.4%[57.5 µM], 28.3%, 18.3%, i, -16.9%, -19.9%, ?, 7.9%
Cc1nc(-c2cc(-c3ccc(Cl)cc3)no2)cs1
→ -0.8%, -26.1%, -33.5%, 17.2%, i, -1.4%, 3.4%, 0.8, 27.9%
CC(=O)c1ccc(NC(=O)Nc2ccc([N+](=O)[O-])cc2)cc1
→ -11.6%, i, nt, 8.1%, i, -9.0%, -4.1%, -14.2, 12.5%
COc1ccc(S(N)(=O)=O)cc1C(N)=O
→ -5.0%, -34.6%[inhibitor], -7.0%, -7.3%, i, -8.7%, -8.6%, -9.9, 18.6%
COC(=O)[C@@]12C[C@@H](CC(=O)NCc3ccc(OC)c(OC)c3)C(=O)N(Cc3ccc4c(c3)OCO4)C1=CCC(C)(C)C2
→ nt, 1.2%, 12.6µM*, -2.0%, i, -0.6%, 8.3%, -13.7, -16.4%
CCC(C)(C)NC(=O)C(c1cccc(OC)c1OC)N(CCC(C)C)C(=O)CCC(=O)Nc1cc(C)on1 (stereo not given)
→ 7.6%, i, ?, 19.1%, i, 9.7%, 4.3%, -2.0, ?
CC(C)C(OC(=O)/C=C/c1ccc2c(c1)OCO2)C(=O)NC(N)=O (stereo not given)
→ 3.3%, i, 35.2%, 8.7%, i, -5.9%, -12.5%, 8.1, 15.2%

Reprinted from the part before: 2 entries, followed by the next part.
Fields – GLP-1R agonist, PTHR1 agonist, FUS yeast rescue, TDP43 rescue, pAkt inh, aSyn rescue, Abeta yeast res, D3 antag, GLP-1R inv ag
CCC(C)(C)NC(=O)C(c1cccc(OC)c1OC)N(CCC(C)C)C(=O)CCC(=O)Nc1cc(C)on1 (stereo not given)
→ 7.6%, i, ?, 19.1%, i, 9.7%, 4.3%, -2.0, ?
CC(C)C(OC(=O)/C=C/c1ccc2c(c1)OCO2)C(=O)NC(N)=O (stereo not given)
→ 3.3%, i, 35.2%, 8.7%, i, -5.9%, -12.5%, 8.1, 15.2%
C/C(=N\NC(=O)OC(C)(C)C)c1ccccc1Br
→ 0.5%, i, ?, -0.6%, i, 0.4%, -12.7%, 5.3, -7.0%
CCOC(=O)C1CCN(S(=O)(=O)c2ccc(OC)c(C(=O)N3CCCCCC3)c2)CC1
→ 10.8%, -12.4%, -4.7%, -16.2%, i, -5.5%, -23.5%, 4.9, -13.7%
Cc1ccccc1-n1nc2c(c1NC(=O)c1c(-c3ccccc3Cl)noc1C)CSC2
→ -7.4%, -5.7%, ?, -10.4%, i, 14.9%, -2.9%, ?, -28.7%
COc1cc([C@H]2Oc3c(OC)cc(CCCO[C@@H]4O[C@H](CO)[C@@H](O)[C@H](O)[C@H]4O)cc3[C@@H]2CO)ccc1O
→ -2.4%, -13.6%, -19.0%, 6.3%, i, 0.3%, 8.2%, 1.9, 12.1%
Cc1ccc(C)c(CN2C(=O)CSc3ccc(C(=O)NCCN4CCOCC4)cc32)c1
→ -1.2%, -19.0%, -2.5%, 19.4%, i, -0.6%, 5.8%, 7.4, 10.9%
COc1cccc2[nH]c3c(N4CCC(C(N)=O)CC4)ncnc3c12
→ -7.0%, i, 5.5%, -16.6%, nt, -1.8%, -0.6%, 8.4, -6.8%
Cc1cc(NC(=O)C2CCCCC2)nc2c1c(=O)oc1ccccc12
→ -3.7%, -20.3%, nt, ?, i, 4.4%, 4.7%, 0.0, 0.0%
CC(C)OC(=O)CCC(=O)Nc1ccc(F)cc1
→ -4.4%, -29.9%, -14.7%, 4.2%, i, 1.5%, -1.1%, -9.5, -1.6%
O=C(Cc1ccc([N+](=O)[O-])cc1)Nc1ccc(C(=O)N2CCOCC2)cc1
→ 1.4%, i, -19.1%, -3.9%, i, 1.8%, 5.6%, 0.0, 15.0%
Cc1ccc(-n2nc3c(N4CCC(C(=O)NCc5ccccc5C)CC4)nnc(C)c3c2C)cc1
→ -2.7%, -2.9%, 20.8%, -1.7%, i, -0.1%, -20.7%, -7.9, ?
Cc1ccc(CN2CCSc3ccc(C(=O)NCCCN4CCOCC4)cc32)cc1
→ -2.8%, i, 13.9%, -7.9%, i, 1.6%, ?, 15.0, ?
COc1ccc(Cc2nc3ccc(C(=O)N4C[C@@H](C)O[C@@H](C)C4)cc3o2)cc1OC
→ 14.4%, -31.2%[inhibitor], 12.9%, 20.9%, i, 0.0%, -13.5%, 0.0, 17.2%
COC(=O)[C@@]12CCCCN1[C@H](c1ccc(-c3ccc(Cl)c(Cl)c3)c(OC)c1)[C@H]1C(=O)N(C)C(=O)[C@H]12
→ -2.5%, -2.1%, -19.8%, 10.0%, i, 0.1%, 3.9%, -3.1, -6.3%
COc1ccc(Cl)cc1NC(=O)CN1Cc2ccccc2C1=O
→ nt, i, -14.9%, 2.1%, nt, nt, -21.1%, nt, -23.7%
CC(C)(C)c1ccc(S(=O)(=O)N2CCCCC2C(=O)NCc2ccccn2)cc1 (stereo not given)
→ 11.3%, i, 10.3%, 5.2%, i, 12.5%, 6.5%, -13.2, -6.0%

Source: PubChem

Not all compounds are listed; the hit share may differ from the screen's.
